Bioassay records as filed in PubChem.
Pf Dd2 growth – P. falciparum Dd2 growth inhibitors, primary screen, SYBR Green fluorescence, single dose replicates; activity change, % at 10 µM; AID 1159554, 2015; actives 2.3% (n = 94,000); 72 h; stronger effect = lower value; in the data active = activity change below about -80%
C diff growth – C. difficile growth inhibitors, primary screen, HTS; actives 0.25% (n = 86,000); AID 1259249, 2017; Clostridium difficile clinical isolate growth, OD600, 24 h; stronger effect = lower value; growth activity, negative = inhibition, % at 16 µg/mL (by protocol);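 active = mean growth activity at or below -80% and every replicate also at or below -80%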;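 also: 0% = DMSO wells and -100% = levofloxacin 16 µg/mL wells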
T cruzi growth – T. cruzi intracellular proliferation inhibitors, primary screen, cell-based, beta-gal Tulahuen parasites, NIH3T3 host, luminescence. actives 5.9% (n = 77,000). inhibition, % at 8.34 µM. T. cruzi beta-gal in NIH3T3, GalScreen luminescence, 90 h. AID 624255, 2012;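 active = mean inhibition above about 93%, with at least 55% of replicates each passing it, limit read from the data, passing the limit was not always enough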
KDM4C inh – inhibitors of GASC-1 (KDM4C) histone demethylase, primary screen, biochemical, single concentration HTS | GST-KDM4C 2-372, H3K9me3 peptide, LANCE TR-FRET | inhibition, % at 12.5 µM | actives 0.15% (n = 96,000) | AID 720574, 2013;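 active = mean replicate inhibition above about 25%, with at least 55% of replicates also reaching it, limit read from the data, passing the limit was not always enough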
Target sequence (Q9H3R0 2-372 limits assumed): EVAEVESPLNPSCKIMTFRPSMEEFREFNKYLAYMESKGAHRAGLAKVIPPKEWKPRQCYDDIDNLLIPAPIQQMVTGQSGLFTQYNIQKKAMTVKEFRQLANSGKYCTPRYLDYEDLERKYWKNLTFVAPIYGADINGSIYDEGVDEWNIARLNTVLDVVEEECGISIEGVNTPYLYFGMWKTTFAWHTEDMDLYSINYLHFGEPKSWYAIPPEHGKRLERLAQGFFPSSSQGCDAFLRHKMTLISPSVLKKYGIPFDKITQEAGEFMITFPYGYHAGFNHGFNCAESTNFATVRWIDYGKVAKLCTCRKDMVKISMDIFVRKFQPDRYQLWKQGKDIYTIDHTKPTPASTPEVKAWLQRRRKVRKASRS
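System – N-terminal GST-fused human GASC-1 (KDM4C) fragment, residues 2-372 · Input – enzyme final amount 10 nM · Technique – LANCE TR-FRET, Eu antibody, ULight-streptavidin, EDTA, ex 340 nm, em 618/671 nm · Medium – HEPES buffer, pH 7.5, plus ascorbate · Incubation – enzyme reaction 30 min, then detection 60 min, both room temperature · Reagent – H3K9me3 peptide with Fe(II)/2OG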
* marks the source's active call; other numbers are inactive results; . = not tested or not shown; & = joins results of further samples. Compounds were not picked by outcome; any-hit rate near 7.2%.

Sequence of screens: Pf Dd2 growth | C diff growth | T cruzi growth | KDM4C inh
C[C@@H]1CN([C@@H](C)CO)C(=O)c2cc(-c3cccc(C#N)c3)cnc2O[C@H]1CN(C)C(=O)c1ccccn1
→ 10.4 | -3.9 | -4.2 | 3.8
C[C@H](CO)N1C[C@H](C)[C@H](CN(C)S(C)(=O)=O)Oc2ccc(NC(=O)CCCN(C)C)cc2C1=O
→ 16.8 | -1.0 | 20.9 | 0.8
Cc1noc(C)c1NC(=O)Nc1ccc2c(c1)CC(=O)N([C@H](C)CO)C[C@H](C)[C@H](CN(C)C)O2
→ 8.4 | 3.5 | . | -1.3
CO[C@H]1CN(C)C(=O)c2ccc(NC(=O)C3CCCCC3)cc2OC[C@@H](C)N(C(=O)c2ccccc2)C[C@@H]1C
→ -9.4 | . | -12.5 | -0.6
C[C@@H]1CN([C@@H](C)CO)C(=O)Cc2cc(NC(=O)C3CCCCC3)ccc2O[C@H]1CN(C)S(=O)(=O)c1ccc(Cl)cc1
→ -75.4 | 2.9 | 32.6 | 0.7
C[C@H]1CN([C@@H](C)CO)C(=O)CCCn2cc(nn2)CO[C@@H]1CN(C)S(=O)(=O)c1cccs1
→ 10.1 | . | -22.0 | .
CO[C@H]1CN(C)C(=O)c2cc(NC(C)=O)ccc2OC[C@@H](C)N(C(=O)c2ccncc2)C[C@H]1C
→ 4.6 | -1.3 | -18.2 | 0.7
CN1C(=O)c2cc(NC(=O)c3ccc(F)c(F)c3)ccc2OC[C@H]2O[C@H](CC(=O)N[C@H]3CCN(Cc4ccccc4)C3)CC[C@@H]21
→ . | 11.5 | 107.7* | -2.9
COCC(=O)Nc1ccc2c(c1)[C@@H]1C[C@H](CC(=O)NCc3ccc(OC)cc3)O[C@@H](CO)[C@@H]1O2
→ 25.0 | -1.0 | 3.5 | -0.3
C[C@@H]1CN([C@H](C)CO)C(=O)c2cccc(NC(=O)Nc3ccc(F)cc3)c2O[C@@H]1CN(C)C(=O)Nc1ccc(F)cc1
→ -9.8 | 1.4 | 64.9 | -1.6
Cn1cnc(S(=O)(=O)N2CC[C@H]3[C@H](CO)Nc4ccc(-c5ccc(F)cc5)cc4[C@H]32)c1
→ -65.6 | -6.3 | 55.6 | -2.4
O=C(O)C[C@H]1CC[C@@H](NC(=O)Nc2cc(F)ccc2F)[C@@H](CO)O1
→ -1.2 | 3.0 | . | -0.1
Cc1ccccc1-c1ccc([C@@H]2[C@H](CO)N3CCCCN(C(=O)Nc4ccccc4)C[C@@H]23)cc1
→ -61.9 | 41.7 | -6.5 | -1.8
C[C@@H]1CN([C@H](C)CO)C(=O)Cc2cc(NC(=O)C3CC3)ccc2O[C@H]1CN(C)C(=O)Nc1cccc2ccccc12
→ -7.2 | -3.8 | 20.5 | 1.1
Cc1ccc(S(=O)(=O)N(C)C[C@@H]2Oc3ccc(NC(=O)CCN4CCOCC4)cc3CC(=O)N([C@@H](C)CO)C[C@H]2C)cc1
→ -59.0 | 0.0 | 44.3 | -4.0
C[C@@H]1CCCCO[C@@H](CN(C)C(=O)CCC(F)(F)F)[C@H](C)CN([C@@H](C)CO)C(=O)c2cc(NC(=O)C3CCCCC3)ccc2O1
→ 23.5 | 17.0 | 55.3 | 0.5
CC(C)(C)[S@@](=O)N1Cc2cc(C(=O)NCCc3ccncc3)nc(-c3cccc(-c4cccnc4)c3)c2[C@H]1CCO
→ -51.9 | . | 43.4 | 2.2
C[C@H]1CN([C@@H](C)CO)C(=O)c2cccc(NC(=O)c3ccc(-c4nccs4)cc3)c2O[C@H]1CN(C)CC1CCCCC1
→ -21.0 | 36.5 | 51.7 | -0.2
C[C@@H]1CN([C@H](C)CO)S(=O)(=O)c2ccc(C3=CCCCC3)cc2O[C@H]1CN(C)Cc1ccccc1
→ -52.6 | . | 118.7* | -2.7
CN1C(=O)c2cc(NC(=O)Nc3ccc(Cl)cc3)ccc2OC[C@@H]2O[C@H](CC(=O)O)CC[C@@H]21
→ 11.4 | 13.3 | 10.9 | -2.2
C[C@H](CO)N1C[C@H](C)[C@@H](CN(C)C(=O)Nc2cccc(F)c2)Oc2ncc(C3=CCCCC3)cc2C1=O
→ -28.5 | -8.6 | 6.4 | 0.2
CCC(=O)N(C)C[C@@H]1Oc2cc(/C=C/c3ccccc3)ccc2S(=O)(=O)N([C@H](C)CO)C[C@H]1C
→ -44.4 | -1.9 | 55.5 | -2.8
CCOC(=O)N(C)C[C@H]1OCc2cn(nn2)CCCC(=O)N([C@H](C)CO)C[C@H]1C
→ 25.7 | 4.0 | 7.0 | -0.6
O=C(NC[C@@H]1[C@@H](c2ccccc2)[C@@H](CO)N1C(=O)C1CC1)NC1CCCC1
→ 3.2 | -7.3 | 10.9 | -0.6
CN(C)CC(=O)Nc1ccc2c(c1)[C@H]1C[C@H](CC(=O)NCCc3ccccc3)O[C@H](CO)[C@H]1O2
→ -2.0 | 2.6 | . | -2.8
N#C[C@@H]1[C@@H](c2ccc(C#Cc3cccc(F)c3)cc2)[C@H](CO)N1C(=O)C1CCCC1
→ -32.3 | 3.8 | 97.2* | -2.3
C[C@H]1CN([C@@H](C)CO)C(=O)c2cc(-c3cncnc3)cnc2O[C@@H]1CN(C)CC1CCOCC1
→ 34.4 | 2.3 | -33.2 | 1.2
COCC(=O)N1CCCCN2[C@H](CO)[C@H](c3ccc(-c4cccc(C)c4)cc3)[C@H]2C1
→ 31.2 | -4.2 | 81.5 | -0.7
C[C@@H]1CN([C@H](C)CO)S(=O)(=O)c2ccc(C#Cc3ccc(F)cc3)cc2O[C@@H]1CN(C)C(=O)NC1CCCCC1
→ -2.6 | 3.3 | 78.3 | -1.3
CCNC(=O)Nc1ccc2c(c1)C(=O)N(C)[C@@H]1CC[C@@H](CC(=O)N[C@H](C)c3ccccc3)O[C@@H]1CO2
→ . | 8.6 | 20.4 | 2.2

(further entries)
Sequence of screens: Pf Dd2 growth | C diff growth | T cruzi growth | KDM4C inh
C[C@@H]1CN([C@H](C)CO)C(=O)c2cc(NC(=O)NC3CCCCC3)ccc2O[C@@H](C)CCCCO[C@@H]1CN(C)Cc1ccc(Cl)c(Cl)c1
→ -67.5 | -1.8 | 92.2 | 0.7
CO[C@H]1CN(C)C(=O)c2cc(NS(C)(=O)=O)ccc2OC[C@H](C)N(Cc2cccnc2)C[C@H]1C
→ . | . | 37.0 | -0.5
CO[C@H]1CN(C)C(=O)c2cc(NC(=O)c3ccno3)ccc2OC[C@@H](C)NC[C@@H]1C
→ 4.3 | . | 18.0 | 1.4
CN(C)C(=O)[C@@H]1[C@@H](CO)[C@@H]2Cn3c(ccc(-c4ccccc4F)c3=O)[C@H]1N2C(=O)c1cccnc1
→ 11.3 | -3.5 | -6.8 | -1.0
COc1ccccc1CNC(=O)C[C@@H]1C[C@H]2c3cc(N(C)C)ccc3O[C@H]2[C@@H](CO)O1
→ 8.4 | -10.2 | 59.6 | 14.5
C[C@H]1CN([C@@H](C)CO)C(=O)Cc2cc(NC(=O)Nc3ccccc3)ccc2O[C@H]1CN(C)Cc1ccc(Cl)c(Cl)c1
→ 1.7 | 9.5 | 41.9 | 3.2
O=C(CCN1CCCCC1)NCC[C@H]1CC[C@@H](NC(=O)C2CCCCC2)[C@H](CO)O1
→ 64.0 | -0.9 | . | -0.8
CC(C)c1cn(CC[C@H]2CC[C@H](NS(=O)(=O)c3ccc(F)cc3)[C@H](CO)O2)nn1
→ -24.4 | -1.7 | -44.3 | -1.0
C[C@@H]1CN([C@H](C)CO)C(=O)Cc2cc(NC(=O)CCCCCC(=O)Nc3ccccc3N)ccc2O[C@H]1CN(C)S(=O)(=O)c1ccc(Cl)cc1
→ -50.8 | . | -12.6 | -1.1
C[C@H]1CN([C@@H](C)CO)C(=O)c2cc(NC(=O)C3CC3)ccc2O[C@H]1CN(C)Cc1ccc(C(F)(F)F)cc1
→ 1.7 | -3.2 | 42.9 | 2.8
C[C@H](NC(=O)[C@@H]1[C@@H](CO)[C@@H]2Cn3c(ccc(-c4ccccc4F)c3=O)[C@H]1N2C)c1ccccc1
→ . | 0.7 | 16.7 | 3.6
Cc1noc(C)c1S(=O)(=O)Nc1ccc2c(c1)C(=O)N([C@@H](C)CO)C[C@H](C)[C@H](CN(C)C)OCCCC[C@@H](C)O2
→ -50.5 | -7.5 | 16.2 | 0.4
COc1ccc2c3c(n(C)c2c1)[C@@H](CO)N(Cc1ccncc1)CC31CN(C(=O)Nc2cccc(F)c2)C1
→ -46.3 | 4.2 | . | -0.8
CCS(=O)(=O)Nc1ccc2c(c1)C(=O)N(C)C[C@@H](OC)[C@@H](C)CN(C(=O)c1ccc3c(c1)OCO3)[C@H](C)CO2
→ -10.5 | . | -47.5 | 0.3
CO[C@H]1CN(C)C(=O)c2ccc(NS(=O)(=O)c3ccccc3)cc2OC[C@@H](C)N(Cc2cccnc2)C[C@H]1C
→ -14.1 | -0.1 | 52.4 | 0.3
C[C@@H]1CN([C@@H](C)CO)S(=O)(=O)c2ccc(C#CCC3CCCC3)cc2O[C@@H]1CN(C)Cc1ccc(C(=O)O)cc1
→ -30.3 | -17.9 | 23.5 | 3.2
C[C@H]1CN([C@@H](C)CO)C(=O)c2cc(NC(=O)NC3CCCCC3)ccc2O[C@H]1CN(C)CC1CCCCC1
→ 9.4 | -1.2 | . | -0.3
Cc1noc(C)c1NC(=O)N(C)C[C@H]1Oc2ccc(NS(C)(=O)=O)cc2C(=O)N([C@@H](C)CO)C[C@H]1C
→ -0.6 | . | 39.0 | 1.6
COc1ccc(NC(=O)Nc2cccc3c2O[C@@H](CN(C)S(=O)(=O)c2ccc(F)cc2)[C@H](C)CN([C@@H](C)CO)C3=O)cc1
→ -4.1 | -4.5 | -3.8 | 1.9
C[C@H](CO)N1C[C@H](C)[C@H](CN(C)Cc2ccccc2)OCCCC[C@H](C)Oc2ccc(NC(=O)NC3CCCCC3)cc2C1=O
→ 2.1 | -3.0 | -99.6 | -0.5
COc1ccc(NC(=O)Nc2ccc3c(c2)C(=O)N([C@@H](C)CO)C[C@H](C)[C@H](CN(C)C(=O)Nc2ccc(F)cc2)OCCCC[C@@H](C)O3)cc1
→ -63.4 | 3.0 | -20.2 | -1.5
CN(C)C(=O)c1ccc(-c2ccc([C@@H]3[C@H](CO)N4CCCCN(CC5CC5)C[C@@H]34)cc2)cc1
→ 11.9 | -5.5 | 73.8 | -1.6
COc1ccc(CN(C)C[C@@H]2OCCCC[C@H](C)Oc3ccc(NS(C)(=O)=O)cc3C(=O)N([C@@H](C)CO)C[C@H]2C)cc1
→ 11.4 | -4.7 | 0.4 | -2.4
O=C(C[C@H]1CC[C@H]2[C@@H](COC[C@H](O)CN2CC2CCOCC2)O1)NCC1CC1
→ . | -4.7&-5.5 | -20.3 | -1.1
CCNC(=O)[C@@H]1[C@@H](CO)[C@@H]2Cn3c(ccc(/C=C/c4ccccc4)c3=O)[C@@H]2N1C(C)=O
→ -2.5 | -0.2 | -9.1 | -1.7
COc1ccc(S(=O)(=O)N(C)C[C@H]2OCCCC[C@@H](C)Oc3ccc(NC(=O)Nc4cccc5ccccc45)cc3C(=O)N([C@@H](C)CO)C[C@@H]2C)cc1
→ -70.1 | 2.9 | 79.1 | -5.3
C[C@@H]1CCCCO[C@H](CN(C)Cc2ccccc2)[C@@H](C)CN([C@H](C)CO)C(=O)c2cc(NC(=O)Nc3ccc(F)cc3)ccc2O1
→ 25.7 | -0.2 | 65.8 | -1.1
COc1ccc(S(=O)(=O)N(C)C[C@@H]2Oc3c(NS(=O)(=O)c4ccc(F)cc4)cccc3C(=O)N([C@H](C)CO)C[C@@H]2C)cc1
→ -7.1 | -7.9 | 48.4 | 0.1
Cc1ccccc1-c1ccc2c(c1)O[C@H](CN(C)C(=O)Nc1ccc(F)cc1)[C@@H](C)CN([C@H](C)CO)S2(=O)=O
→ 2.5 | 3.1 | . | -0.9
O=C(CC1CC1)Nc1ccc2c(c1)[C@H]1C[C@@H](CC(=O)N3CCc4ccccc4C3)O[C@H](CO)[C@H]1O2
→ -25.3 | -1.4 | 11.3 | 1.0
C[C@H]1CN([C@@H](C)CO)C(=O)Cc2cc(NC(=O)Cn3cnnn3)ccc2O[C@@H]1CN(C)C(=O)Nc1cccc2ccccc12
→ 22.1 | -8.4 | 7.7 | 1.5

Arranged by value in KDM4C inh (falling): some entries from above
Structure,KDM4C inh
CO[C@H]1CN(C)C(=O)c2ccc(NS(=O)(=O)c3ccccc3)cc2OC[C@@H](C)N(Cc2cccnc2)C[C@H]1C,0.3
C[C@H](CO)N1C[C@H](C)[C@H](CN(C)Cc2ccccc2)OCCCC[C@H](C)Oc2ccc(NC(=O)NC3CCCCC3)cc2C1=O,-0.5
O=C(C[C@H]1CC[C@H]2[C@@H](COC[C@H](O)CN2CC2CCOCC2)O1)NCC1CC1,-1.1
